LMPTP block: LMPTP (human) inhibition | inhibition, % at 20 µM | P24666 | hit rate 0.22% among 360,000 | recombinant LMPTP-A, OMFP fluorogenic substrate, fluorescence intensity;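 active means compounds that cut the enzyme signal by at least half of the control window in the single-dose screen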;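 further: plate controls were DMSO wells with enzyme plus substrate for no effect and substrate without enzyme for full effect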
Target sequence (P24666 whole entry, looked up): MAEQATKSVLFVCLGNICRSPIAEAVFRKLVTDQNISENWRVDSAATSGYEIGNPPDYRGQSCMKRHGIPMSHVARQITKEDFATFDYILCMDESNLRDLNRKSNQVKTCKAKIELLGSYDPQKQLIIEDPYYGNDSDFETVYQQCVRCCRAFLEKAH
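Assay system: LMPTP-A enzyme. Input: 0.625 nM LMPTP-A final. Probe or stimulus: 400 µM OMFP. Compound dosing: single 20 µM dose. Schedule: 50 min dark incubation at room temperature. Detection: fluorescence intensity of OMFP turnover product. Read-out: percent inhibition versus substrate-only and uninhibited controls. Benchmarks: no-enzyme low control, uninhibited high control.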
bovine MsrA act: activates bovine MsrA enzyme. hit rate 0.3% among 360,000. AID 602163. activation, % at 10.6 µM. purified bovine MsrA, absorbance read-out; in the data active means activation above about 7.5%;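 further: 0% = vehicle and 100% = reference activator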
eLon inh: inhibits E. coli Lon protease | purified E. coli Lon protease, fluorescence polarization | inhibition, % at 7.94 µM | hit rate 0.42% among 360,000 | AID 602123; in the data active means inhibition above about 13%, passing the limit was not always enough;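 further: 0% = enzyme with probe and DMSO and 100% = no enzyme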
Target sequence (P0A9M0 whole entry, looked up): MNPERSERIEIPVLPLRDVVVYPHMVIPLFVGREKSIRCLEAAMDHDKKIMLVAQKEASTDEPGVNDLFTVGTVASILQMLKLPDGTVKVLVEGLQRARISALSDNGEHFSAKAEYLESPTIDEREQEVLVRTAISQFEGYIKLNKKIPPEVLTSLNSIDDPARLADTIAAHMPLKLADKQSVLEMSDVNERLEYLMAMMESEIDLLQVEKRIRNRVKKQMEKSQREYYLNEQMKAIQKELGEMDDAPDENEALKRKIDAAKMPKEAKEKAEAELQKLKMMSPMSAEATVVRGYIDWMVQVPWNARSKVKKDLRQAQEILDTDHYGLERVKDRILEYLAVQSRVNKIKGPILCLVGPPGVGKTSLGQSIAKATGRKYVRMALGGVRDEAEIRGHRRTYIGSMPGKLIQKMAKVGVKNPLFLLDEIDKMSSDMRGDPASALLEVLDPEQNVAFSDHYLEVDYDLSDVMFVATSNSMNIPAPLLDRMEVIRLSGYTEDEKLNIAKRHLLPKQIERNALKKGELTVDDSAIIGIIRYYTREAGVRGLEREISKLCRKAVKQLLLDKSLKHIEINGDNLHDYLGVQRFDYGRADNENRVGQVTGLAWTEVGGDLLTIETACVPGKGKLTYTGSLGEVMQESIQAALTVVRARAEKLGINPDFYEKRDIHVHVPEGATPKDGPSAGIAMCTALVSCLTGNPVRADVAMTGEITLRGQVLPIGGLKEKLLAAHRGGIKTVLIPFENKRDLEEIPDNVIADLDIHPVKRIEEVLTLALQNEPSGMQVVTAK
DNMT1 block: DNMT1 (human) enzyme inhibition. P26358. DNMT1 molecular beacon, Hinp1I cleavage, fluorescence. inhibition (reported as % activation of signal), % at 10 µM. hit rate 0.83% among 360,000. AID 588458; in the data active means inhibition above about 50%
MsrA inh: inhibits bovine methionine sulfoxide reductase A. purified bovine MsrA, absorbance read-out. inhibition, % at 15.5 µM. hit rate 0.75% among 360,000; in the data active means inhibition above about 4.5%;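 further: 0% = vehicle wells with enzyme and 100% = reference inhibitor wells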
STEP inh: blocks human striatal-enriched tyrosine phosphatase; recombinant STEP, OMFP fluorogenic substrate, fluorescence; inhibition, % at 20 µM; hit rate 0.25% among 360,000;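 active means inhibition at 20 µM, scaled per plate between control wells, above about 37%, limit read from the data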;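 further: 0% = DMSO with enzyme and substrate and 100% = substrate only without enzyme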
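System: isolated STEP enzyme; schedule: 20 min enzyme reaction at room temperature, protected from light; medium: Bis-Tris buffer pH 6.0, 2.5 mM DTT, 0.005% Tween 20; signal: fluorescence, 480/540 nm; dosing: single compound dose of 20 µM, 1% DMSO final; also added: OMFP substrate, 25 µM final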
Scp-1 inhibitor: Scp-1 (human) phosphatase inhibition. Recombinant Scp1, phosphopeptide, malachite green phosphate absorbance. Q9GZU7. hit rate 0.88% among 340,000. inhibition, % at 20 µM;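 active means inhibition above about 50% at 20 µM, limit read from the data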;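 further: plate controls were DMSO wells with enzyme for no effect and wells lacking enzyme for full effect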
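Test system: SCP-1 phosphatase catalytic domain, residues 76-261; measured by: colorimetric phosphate reagent with accelerator and stabiliser, absorbance at 630 nm; timing: enzyme reaction 45 min at room temperature, colour 5 min, stabilisation 30 min; also added: Phosphorylated 17-residue peptide substrate; compound dosing: one concentration, 20 µM, with 1.0% DMSO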
Tb MetRS inh: blocks T. brucei methionyl-tRNA synthetase activity; purified T. brucei MetRS, ATP depletion, Kinase-Glo luminescence; inhibition, % at 11.9 µM; hit rate 0.4% among 360,000;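 active means inhibition above a per-plate cutoff of the control wells' mean inhibition plus 3 SD, cut at about 5.5% in these data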;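 further: 0% = DMSO wells median and 100% = median of wells with control inhibitor compound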
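Material – parasite MetRS enzyme · Medium – HEPES-MgCl2-KCl buffer plus DTT, spermine, BSA, pyrophosphatase · Reagent – ATP, methionine and E. coli bulk tRNA substrates · Times – 15 min enzyme-compound preincubation, 2 h reaction, 10 min detection, 25 °C · Measured by – luminescence of leftover ATP · Evaluation – percent inhibition relative to median high and low control wells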
SUMO1 PPI mod: modulators of human SUMO1-mediated protein-protein interactions; P63165; SUMO1 binding to a labelled peptide, TR-FRET, 1 h; inhibition, % at 20 µM; hit rate 0.33% among 360,000; in the data active means inhibition above about 37%
Target sequence (P63165 whole entry, looked up): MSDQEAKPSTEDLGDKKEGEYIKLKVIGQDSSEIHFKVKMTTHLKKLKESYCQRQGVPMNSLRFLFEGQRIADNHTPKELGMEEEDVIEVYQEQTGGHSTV
CendR NRP1 mod: modulators of CendR peptide binding to human neuropilin-1. FAM-RPARPAR peptide binding to NRP-1, fluorescence polarization. inhibition, % at 25 µM. O14786. hit rate 0.85% among 360,000;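 active means inhibition or corrected inhibition above about 18%, plus a signal ratio from 0.5 to 1.5, limit read from the data, passing the limit was not always enough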; further: strong numbers were not always called active
* hit, by the source's call; . = not tested or not shown.

| SMILES | LMPTP block | bovine MsrA act | eLon inh | DNMT1 block | MsrA inh | STEP inh | Scp-1 inhibitor | Tb MetRS inh | SUMO1 PPI mod | CendR NRP1 mod |
| --- | --- | --- | --- | --- | --- | --- | --- | --- | --- | --- |
| c1ccc2c(c1)OCC(c1csc3ncnc(N4CCCC4)c13)O2 (stereo not drawn) | 1.9 | -3 | 0 | -3 | -0.1 | 2 | -2 | -1.4 | 0 | 12 |
| COc1ccc(Cl)cc1NC(=O)CN(C)C(=O)c1cccc2cccnc12 | -1.3 | -2 | -5 | 4 | 0.6 | -4 | -6 | -0.1 | 24 | -5 |
| COc1cc(/C=C/C(=O)OCC(=O)NC2CCS(=O)(=O)C2)ccc1O (stereo not drawn) | -1.4 | -4 | 1 | -2 | 2.1 | 0 | 1 | -0.2 | -11 | 5 |
| CCCn1c(C2CCCN2c2nc(-c3cccc(Br)c3)cs2)nc2ccccc21 (stereo not drawn) | 13 | -3 | 9 | -9 | 0.7 | 4 | 2 | 0.2 | 5 | -5 |
| COc1ccccc1NC(=O)CSc1nnc2ccc(-c3ccccn3)nn12 | -1.4 | -7 | -1 | -1 | 1.8 | 0 | 4 | -0.4 | -26 | 2 |
| CC(/C=N/n1cnnc1)=C\c1ccccc1 | -0.5 | -10 | -11 | 1 | -0.1 | -2 | -5 | -1.0 | -14 | 4 |
| CCOC(=O)Cc1c(C)nc2c(-c3ccc(Cl)cc3)cnn2c1C | 2.4 | -4 | 8 | -4 | -1.0 | -7 | -4 | -0.5 | -2 | -7 |
| Cc1cnc([N+](=O)[O-])n1CCOC(=O)NC(=O)c1c(F)cccc1F | -0.8 | -4 | -2 | 3 | 1.9 | 2 | -2 | -0.7 | -14 | -6 |
| O=C(CN1CCSC1=NCc1ccccc1)c1ccccc1 | -0.6 | -3 | 9 | 0 | 0.5 | 0 | -2 | 0.8 | -3 | -4 |
| c1ccc2c(c1)c1cccc3ccc4cccc2c4c31 | -0.1 | -13 | 6 | 0 | 1.6 | 0 | -15 | -0.7 | 0 | -31 |
| COC(=O)c1ccc(NC(=S)Nc2ccc(O)cc2)cc1 | -0.2 | -2 | 3 | 0 | -0.8 | 0 | -8 | 0.4 | 2 | -5 |
| C[C@@H](C(=O)Nc1ccc2ccccc2c1)[C@@H]1C[C@@]1(C)[C@@H](NC(=O)OCc1ccccc1)c1ccccc1 | 3.4 | -1 | 2 | -4 | . | 2 | -10 | 0.1 | -1 | -11 |
| S=C1NCCOCCOCCNC(=S)N2CCOCCOCCN1CCOCCOCC2 | 0.2 | -7 | -5 | -3 | 1.2 | 1 | -3 | -1.3 | -1 | -3 |
| Cc1cc(OCC(=O)NCCCN2CCOCC2)cc(C)c1Cl | -1.3 | -6 | 5 | -1 | -0.1 | -4 | -9 | -1.2 | 0 | 1 |
| COc1ccccc1-n1c(SCC(=O)N2CCOCC2)nc2cccnc21 | 0.0 | -10 | -3 | 0 | -0.2 | -1 | 0 | -0.7 | 2 | 15 |
| CCCN1C(=O)/C(=C/c2ccc(N3CCOCC3)cc2)NC1=S | 3.0 | 0 | -224 | -6 | 0.1 | -6 | -1 | 0.0 | -28 | -147 |
| CSc1nccc(-c2sc(SC)c(C#N)c2-c2ccccc2)n1 | 1.4 | -4 | -3 | -1 | 0.3 | 1 | -19 | -0.6 | -11 | -3 |
| COc1cccc(NC(=O)c2ccc(N3C(=O)C4CC=CCC4C3=O)cc2)c1 (stereo not drawn) | -0.6 | -3 | -5 | -2 | -0.3 | -2 | -11 | 0.1 | -2 | 4 |
| Cc1ccc(NS(=O)(=O)c2ccc(-c3cnc(C4CC4)o3)cc2)c(C)c1 | 4.3 | -1 | -1 | 2 | -0.2 | 2 | 11 | -0.2 | -6 | 10 |
| Cc1cccc(Nc2nnc(SCC(=O)NCC3CCCO3)s2)c1C (stereo not drawn) | -1.5 | -2 | -4 | 0 | -0.6 | 0 | -5 | -0.1 | -1 | 11 |
| CCCCN1C(=O)C(NC(=O)CC(C)C)(C(F)(F)F)C2=C1CC(C)(C)CC2=O (stereo not drawn) | 0.0 | -2 | 10 | -2 | 1.0 | 1 | -8 | -0.3 | -1 | 12 |
| Cc1ccc(NC(=O)CNC(=O)Cn2cnc3sc(C)c(C)c3c2=O)cc1F | 0.4 | 2 | 7 | 1 | 0.9 | -1 | -9 | -0.4 | 2 | 1 |
| O=C(NCCN1CCOCC1)c1cc2ccccc2o1 | -4.0 | 1 | -4 | 4 | -0.7 | 3 | 0 | -0.1 | -1 | -3 |
| O=C(N/N=C/c1cccc2nccnc12)c1ccccc1O | -1.1 | -5 | 0 | 3 | 0.4 | 0 | 6 | 0.3 | -31 | 0 |
| O=C(NCc1ccccc1)c1cccnc1N1CCOCC1 | -3.0 | -1 | 2 | 1 | -0.3 | 4 | -13 | -0.1 | -2 | 0 |
| Cc1cccnc1CNC(=O)C1(C)CCCN1CC(C)C (stereo not drawn) | -1.0 | -2 | 0 | 1 | -0.4 | -4 | . | 0.0 | 1 | -5 |
| C#CCOCCOCCOCCNc1nc(N2CCN(C(=O)CCCCCCCCCCNC(=O)[C@H](CCCCN)n3cc(CCO)nn3)CC2)nc(N2CCN(C(=O)CCCCCCCCCCNC(=O)[C@H](CCCCN)n3cc(CCO)nn3)CC2)n1 | -9.4 | 5 | -20 | -102 | . | -2 | 3 | -0.2 | -55 | 1 |
| CN(C)c1ccc(/C=N/NC(=O)c2ccccc2Cl)cc1 | 0.4 | -3 | 5 | -4 | 6.3* | 0 | 5 | -0.1 | -14 | 14 |
| COc1ccc(N(CC(=O)Nc2ccc3c(c2)OCCO3)S(C)(=O)=O)c(OC)c1 | -1.7 | -9 | -3 | 2 | 1.9 | 1 | -12 | 0.0 | -1 | -7 |
| COc1ccccc1CCNC(=O)CNC(=O)Cc1cccc2ccccc12 | 0.0 | -1 | -9 | 1 | 0.7 | -1 | -5 | 0.1 | -1 | -4 |
| O=C1/C(=C/c2ccc(F)cc2)SC(=S)N1NS(=O)(=O)c1ccccc1 | 0.1 | -1 | -3 | 5 | 2.6 | 2 | -6 | -0.8 | -17 | -9 |
| Cc1cc2cc(CNC(=S)NC3CCCCC3)ccc2[nH]1 | 0.7 | -3 | 3 | -15 | -0.7 | -2 | -19 | 0.2 | -3 | 3 |
| O=C(O)CC1(CC(=O)NCc2ccc(F)cc2)CCCCC1 | -2.2 | -8 | -10 | 4 | 0.2 | -1 | -4 | -1.7 | -2 | 4 |
| CCCn1c(Sc2nc3c(c(=O)[nH]c(=O)n3C)n2CCC)nc2c1c(=O)[nH]c(=O)n2C | -2.9 | -3 | -5 | 5 | -0.6 | -6 | 5 | -0.3 | 4 | 11 |
| O=C1CC2(CCCCCC2)Oc2ccccc21 | -1.9 | -2 | -13 | 5 | 0.6 | -1 | -4 | -0.3 | 2 | 19 |
| O=C(C[C@H]1C[C@H](C(=O)N2CCCCC2)[C@@]2(CCc3ccccc3)c3[nH]c4ccc(Cl)cc4c3CCN2C1=O)NCc1ccco1 | 4.2 | -1 | -3 | -5 | -0.9 | -1 | 12 | -0.2 | 5 | 21 |
| O=C(c1cc(S(=O)(=O)N2CCC3(CC2)OCCO3)ccc1F)N1CCCCC1 | 0.2 | -1 | 0 | 1 | -0.7 | -4 | 6 | 0.2 | 0 | 2 |
| COc1ccc(OCC(=O)Nc2ccc3c(c2)nc(CCN2CCN(C)CC2)n3C)cc1 | -0.3 | 0 | -4 | -2 | 0.5 | -3 | -4 | -0.6 | 1 | 8 |
| O=S(=O)(c1ccc2ccccc2c1)N1C=CC(C(F)(F)F)=NCC1 | -0.4 | 0 | 0 | -5 | 0.3 | 3 | -9 | 0.2 | -6 | 4 |
| CC(=O)Nc1c(O)nc(SC/C=C/CSc2nc(O)c(NC(C)=O)c(=O)[nH]2)[nH]c1=O | -2.0 | -3 | -5 | 5 | -0.4 | 4 | -5 | 0.1 | 8 | 13 |
| COc1ccccc1C(=O)Oc1cc(C)[nH]c(=O)c1[N+](=O)[O-] | -1.4 | -8 | 0 | 1 | 0.4 | 0 | -1 | -0.8 | -1 | 14 |
| Cc1ccc(-c2n[nH]c(Cc3ccccc3)n2)cc1 | 0.1 | -5 | -1 | -4 | -0.5 | 4 | 3 | 0.8 | -2 | 3 |
| Cc1cccc(C(=O)N[C@@H](C)C(=O)N2CCN(c3ncccn3)CC2)c1 | -1.2 | -3 | -9 | 2 | 0.1 | -4 | -5 | -0.6 | 9 | 5 |
| COc1cc2c(cc1CNC[C@H]1O[C@@H](n3cnc(C(N)=O)n3)[C@H](O)[C@@H]1O)OCO2 | -1.4 | -1 | 5 | 4 | 1.6 | 1 | -14 | -1.4 | 0 | 5 |
| COC(=O)CSc1nnc(CNc2ccc(Cl)cc2)n1-c1ccccc1 | 0.9 | -2 | 7 | -2 | 0.0 | 2 | 0 | -0.1 | -6 | -4 |
| Cc1ccc(NC(=O)COC(=O)c2ccc(S(=O)(=O)N3CCCC3)cc2)cc1 | 0.5 | -1 | -7 | 12 | 3.0 | 2 | -4 | 0.0 | -2 | -3 |

Among those listed so far, these contain an NH in an aromatic ring:
| SMILES | LMPTP block | bovine MsrA act | eLon inh | DNMT1 block | MsrA inh | STEP inh | Scp-1 inhibitor | Tb MetRS inh | SUMO1 PPI mod | CendR NRP1 mod |
| --- | --- | --- | --- | --- | --- | --- | --- | --- | --- | --- |
| Cc1cc2cc(CNC(=S)NC3CCCCC3)ccc2[nH]1 | 0.7 | -3 | 3 | -15 | -0.7 | -2 | -19 | 0.2 | -3 | 3 |
| CCCn1c(Sc2nc3c(c(=O)[nH]c(=O)n3C)n2CCC)nc2c1c(=O)[nH]c(=O)n2C | -2.9 | -3 | -5 | 5 | -0.6 | -6 | 5 | -0.3 | 4 | 11 |
| O=C(C[C@H]1C[C@H](C(=O)N2CCCCC2)[C@@]2(CCc3ccccc3)c3[nH]c4ccc(Cl)cc4c3CCN2C1=O)NCc1ccco1 | 4.2 | -1 | -3 | -5 | -0.9 | -1 | 12 | -0.2 | 5 | 21 |
| CC(=O)Nc1c(O)nc(SC/C=C/CSc2nc(O)c(NC(C)=O)c(=O)[nH]2)[nH]c1=O | -2.0 | -3 | -5 | 5 | -0.4 | 4 | -5 | 0.1 | 8 | 13 |
| COc1ccccc1C(=O)Oc1cc(C)[nH]c(=O)c1[N+](=O)[O-] | -1.4 | -8 | 0 | 1 | 0.4 | 0 | -1 | -0.8 | -1 | 14 |
| Cc1ccc(-c2n[nH]c(Cc3ccccc3)n2)cc1 | 0.1 | -5 | -1 | -4 | -0.5 | 4 | 3 | 0.8 | -2 | 3 |

Screening data deposited in PubChem by several laboratories.
